S1P3 antagonist: antagonists of human S1P3 receptor. Q99500. CHO S1P3 NFAT-BLA reporter, FRET fluorescence, antagonist mode. 170,000 compounds, 0.27% hits. inhibition, % at 4.98 µM;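 active = inhibition above the plate cutoff, the mean inhibition of test wells on that plate plus 3 SD, cut at about 28% in these data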;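 note: cells challenged with S1P at its EC80 of 0.8 µM; blue over green emission ratio from cleaved BLA substrate after 4 h stimulation; 0% = S1P-stimulated wells and 100% = unstimulated DMSO-only wells; some compounds past the cut are filed as inactive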
TLR4-MyD88 BLA: TLR4-MyD88 interaction inhibition in cells. 200,000 compounds, 0.18% hits. HeLa CL3-4 TLR4/MyD88 BLA complementation, FRET ratio. O00206+Q99836. AID 861. inhibition, % at 8.4 µM; in the data active = inhibition above about 25%;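 note: 0% = vehicle and 100% = reference inhibitor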
Target sequence (O00206 whole entry, looked up): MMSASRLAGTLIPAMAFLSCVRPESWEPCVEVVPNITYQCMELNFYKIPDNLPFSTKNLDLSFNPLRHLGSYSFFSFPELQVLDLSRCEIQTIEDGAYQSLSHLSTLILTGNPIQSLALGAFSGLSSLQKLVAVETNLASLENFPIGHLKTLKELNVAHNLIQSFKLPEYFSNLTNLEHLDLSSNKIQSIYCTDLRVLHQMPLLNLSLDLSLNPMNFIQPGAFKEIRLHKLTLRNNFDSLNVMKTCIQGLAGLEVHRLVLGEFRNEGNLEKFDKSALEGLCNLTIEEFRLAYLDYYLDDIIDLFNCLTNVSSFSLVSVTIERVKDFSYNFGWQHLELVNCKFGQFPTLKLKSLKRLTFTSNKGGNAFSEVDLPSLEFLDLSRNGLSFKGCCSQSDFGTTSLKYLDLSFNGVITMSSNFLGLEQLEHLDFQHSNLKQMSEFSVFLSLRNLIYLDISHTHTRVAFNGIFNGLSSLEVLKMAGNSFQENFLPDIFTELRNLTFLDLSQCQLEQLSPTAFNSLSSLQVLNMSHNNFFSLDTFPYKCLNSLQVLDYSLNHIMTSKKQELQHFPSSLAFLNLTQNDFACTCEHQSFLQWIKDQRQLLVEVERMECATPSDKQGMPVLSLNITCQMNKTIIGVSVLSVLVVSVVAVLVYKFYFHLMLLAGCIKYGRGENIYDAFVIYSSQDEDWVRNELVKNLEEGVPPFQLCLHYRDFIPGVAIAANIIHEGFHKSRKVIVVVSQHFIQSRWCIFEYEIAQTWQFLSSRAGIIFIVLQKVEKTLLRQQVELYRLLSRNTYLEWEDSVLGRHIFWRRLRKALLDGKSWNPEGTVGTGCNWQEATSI
Target sequence (Q99836 whole entry, looked up): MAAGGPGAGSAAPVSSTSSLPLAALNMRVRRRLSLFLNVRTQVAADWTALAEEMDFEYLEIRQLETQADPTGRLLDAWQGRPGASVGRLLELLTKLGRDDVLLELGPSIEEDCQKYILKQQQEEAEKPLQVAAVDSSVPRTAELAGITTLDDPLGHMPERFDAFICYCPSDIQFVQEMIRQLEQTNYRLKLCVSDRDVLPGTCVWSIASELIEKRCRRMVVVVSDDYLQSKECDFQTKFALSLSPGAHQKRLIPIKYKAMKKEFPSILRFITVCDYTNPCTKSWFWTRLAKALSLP
Diaphorase act: counter-screen for diaphorase-based assays: diaphorase activators and chemical reducers | Diaphorase/resazurin coupled assay, resorufin fluorescence, 16 min; active compounds read high; 1 = vehicle wells, 0 = NADH-free wells | AID 1229 | activation factor at 20 µM | 190,000 compounds, 0.005% hits;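 active = diaphorase activity raised at least twofold by the compound at 20 µM; inactive = activation factor below 2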
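test system = bacterial diaphorase enzyme (C. kluyveri) | quantity = enzyme 0.07 U/mL final | reagent = NADH substrate 0.114 mM plus resazurin dye 0.1 mM, final | incubation = 16 min enzyme reaction, ambient temperature | buffer or medium = HEPES pH 7.4 buffer with MgCl2 and Tween 20 | signal = fluorescence of resorufin, 544 nm excitation, 590 nm emission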
Hsp70 act: Hsp70 transcriptional activation, primary screen; HeLa Hsp70 promoter luciferase reporter, luminescence; scaled: vehicle 0, proteasome-inhibitor control 100%; activation, % at 10 µM; 200,000 compounds, 0.04% hits;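 active = activation above the mean across all tested compounds plus 3 SD, cutoff set per campaign, cut at about 5.5% in these data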;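 note: 100% = MG132 at 30 µM as the positive control and 0% = DMSO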
Redox H2O2 prof: compounds producing H2O2 with reducing agent – biochemical, NIH compound library profiling, artefact control for MLSCN library redox annotation, primary screen | activation, % at 10 µM | DTT-dependent redox cycling H2O2, phenol red/HRP absorbance; 100% = 100 µM peroxide control, 0% = buffer | AID 878 | 200,000 compounds, 0.03% hits;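 active = activation of at least 50% relative to the plate's high and low controls in the primary single-dose screen; inactive = activation below 50%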;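 note: compound incubated with DTT at 0.8 mM final as the reducing agent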
G6PDH CS: L. mesenteroides G6PDH inhibition counter-screen; inhibition, % at 5 µM; AID 1020; 200,000 compounds, 0.12% hits; Purified L. mesenteroides G6PDH, diaphorase/resazurin coupled fluorescence, 45 min
L major viab: Leishmania major promastigote growth inhibition; Leishmania major promastigotes, resazurin fluorescence viability; inhibition, % at 10 µM; 200,000 compounds, 9% hits; AID 1063;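 note: promastigotes grown with compound for 44 hours at 28 °C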
PMI act: increases human mannose-6-phosphate isomerase activity. P34949. purified human PMI, coupled resazurin fluorescence, 20 min; active compounds read high; 1 = vehicle control, 0 substrate-free wells. activation factor at 20 µM. 190,000 compounds, 0.005% hits. AID 1214;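 active = activation factor of 2 or more at 20 µM, relative to plate controls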
Diaphorase inh: diaphorase inhibition or chemical oxidation counter-screen; AID 1217; 190,000 compounds, 0.69% hits; diaphorase resazurin-to-resorufin fluorescence, NADH, 16 min; bacterial (C. kluyveri) enzyme, not human; inhibition, % at 20 µM;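 active = primary screen inhibition at 20 µM above a set limit, cut at about 50% in these data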;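 note: plate controls were DMSO with full reaction for no effect and wells lacking NADH for full effect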
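Assay system – diaphorase enzyme from Clostridium kluyveri · Amount – diaphorase 0.14 U/mL (working solution) · Times – reaction incubation of 16 min at room temperature · Controls – No-NADH positive control and DMSO neutral control · Signal – resorufin fluorescence 544/590 nm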
RAM inhibit: inhibitors of the yeast RAM network. inhibition, % at 50 µM. S. cerevisiae dse1pr::URA3 reporter, 5-FOA growth OD615, 2 d; analog-sensitive cbk1-as2 kinase mutant strain. AID 868. 190,000 compounds, 1.8% hits;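 active = inhibition above a set limit, 3 SD over mean compound inhibition, cut at about 8.4% in these data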;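 note: 0% = DMSO-only wells with no growth and 100% = 10 µM 1-NA-PP1 full growth; inhibition rescues growth on 5-FOA so higher OD means more RAM inhibition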
PMI act satM6P: increases human PMI activity with near-saturating mannose 6-phosphate. P34949. coupled PMI enzyme assay, resazurin fluorescence, 20 min; active compounds read high; 1 = untreated enzyme, 0 = substrate-free blank. activation factor at 20 µM. 190,000 compounds, 0.34% hits;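 active = activation factor of 2 or more at 20 µM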
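Material: human phosphomannose isomerase with PGI, G6PDH, diaphorase coupling enzymes / Reagent: Man-6-P substrate 1.0 mM / Dosing: single compound dose of 20 µM, 1% DMSO final / Incubation: enzyme reaction with compound 20 min at room temperature / Signal: resorufin fluorescence (Ex 544/Em 590 nm) from resazurin via diaphorase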
An asterisk follows results filed as active; nt = not tested or not shown. Cut-off read from the data, not from the text of the source, unless noted: active = inhibition above about 50%; inactive = the rest.

#	canonical_smiles	L major viab	TLR4-MyD88 BLA	Hsp70 act	PMI act satM6P	G6PDH CS	Diaphorase inh	Redox H2O2 prof	RAM inhibit	S1P3 antagonist	Diaphorase act	PMI act
1	COc1ccc(C2Cc3ccccc3C(=O)O2)cc1 (stereo unspecified)	-8	5	-0.2	1	-5	12	-0.2	1.5	-14	0.9	1
2	COc1ccccc1/C=C/C(=O)NCC(=O)N/N=C/c1cc(Br)ccc1OC	-9	9	0.5	1.2	6	19	0.1	0.1	nt	0.8	1.1
3	COc1ccc(-n2cccc2/C=C2\C(=N)N3N=C(C(C)C)SC3=NC2=O)cc1	-12	-6	-0.1	1	-4	24	-0.3	11*	10	0.8	1
4	COCCNC(=S)Nc1ccc(N2CCCCC2)cc1	3	-20	0.1	0.8	6	-4	-1.8	-0.6	0	1	0.6
5	COc1ccc(CNC(=O)c2csc(Cc3ccccc3)n2)cc1	-1	6	-0.2	0.9	-12	18	-1.4	0.7	nt	0.8	0.9
6	O=C(O)CCN(CCC(=O)O)S(=O)(=O)c1ccccc1	-6	-8	-0.2	1	8	7	1.7	0.4	-4	0.9	1
7	O=C(OC(C(=O)NCC1CCCO1)c1ccccc1F)c1ccco1 (stereo unspecified)	-4	1	-0.2	1	-2	9	3.7	-0.6	10	0.9	1.1
8	COC(=O)COc1nc(C)c(Br)c(OC)n1	-7	2	0.4	0.9	7	5	0.6	-1.9	-5	0.9	0.9
9	O=C(C1CCN(C2CCN(Cc3ccc4c(c3)CCO4)CC2)CC1)N1CCOCC1	30	-6	-0.4	0.9	8	-12	-1.0	1.3	-8	1.1	1
10	Cc1ccccc1C(=O)NNC(=O)c1cccc([N+](=O)[O-])c1	36	14	0.1	1	2	4	-0.9	0.4	1	1	1.1
11	COc1ccc(OC)c(-c2csc(N3CCC(c4ccccc4)CC3)n2)c1	-5	-6	0.0	0.9	3	3	-0.7	3.0	-10	1	0.9
12	CNC(=S)N(CCc1ccccc1)Cc1cc2cc(OC)c(OC)cc2[nH]c1=O	8	1	-0.4	0.9	-8	16	-0.9	1.4	3	0.8	0.8
13	CC(Oc1ccc(F)cc1)c1ccnc2nc(/N=C/N(C)C)nn12 (stereo unspecified)	-1	-5	-0.3	0.9	3	-1	-1.8	0.8	-14	1	1
14	COc1cccc(-c2csc(N3CCN(Cc4ccccc4)CC3)n2)c1	4	2	-0.2	0.8	1	19	0.5	0.3	15	0.8	0.8
15	Cc1cc(OC(=O)c2c(Cl)cccc2Cl)nc(C)n1	-3	2	-0.2	1	-2	8	1.1	0.8	nt	0.9	1
16	Cc1cc(NS(=O)(=O)c2ccc(NC(=O)c3cc(-c4cccnc4)nc4ccc(Cl)cc34)cc2)no1	-1	-2	1.0	1	2	32	-5.1	0.9	nt	0.7	0.9
17	COc1cccc(OC)c1C(=O)Nc1ccc2c(c1)Cc1ccccc1-2	4	-4	1.3	1	5	26	1.2	3.5	19	0.7	0.9
18	NC(=O)C(CC(=O)O)NC(=O)[C@@H]1CCCNc2c(I)cc([N+](=O)[O-])cc2C(=O)N[C@@H](CO)C(=O)N[C@@H](Cc2ccc(O)cc2)C(=O)N1 (stereo partly specified)	-1	-10	-0.1	1	14	20	-0.2	0.8	-10	0.8	1.1
19	O=C(c1ccco1)N(CCO)Cc1cc2cc3c(cc2[nH]c1=O)OCO3	-3	-15	-0.1	1	8	-5	-1.0	0.8	-8	1	1.1
20	Cn1c(=O)[nH]c(=O)c2c1nc(OC(=O)c1ccccc1)n2CC(O)COc1ccc(F)cc1 (stereo unspecified)	-7	2	-0.1	0.9	5	16	3.3	2.5	4	0.8	1
21	COc1cc(/C=C2/C(=O)ON=C2C)ccc1OCc1ccccc1F	33	8	0.7	1.1	7	1	1.9	11*	nt	1	0.9
22	COCc1cc(Sc2c(Cl)cccc2Cl)nc(-c2ccccc2)n1	11	7	-0.3	0.9	4	9	1.0	8.4	nt	0.9	0.9
23	COc1ccc2[nH]cc(CCCN3C(=O)c4ccccc4C3=O)c2c1	-1	-6	-0.1	1	-26	19	0.1	1.5	-15	0.8	0.9
24	O=C(NCC(=O)N(CC1CCCO1)C(C(=O)NC1CCCCC1)c1cccnc1)c1cccs1 (stereo unspecified)	-7	-3	0.0	1	6	4	-0.4	1.5	2	1	1.1
25	Cc1ccccc1NC(=S)NC(C)C(c1ccccc1)N1CCN(C)CC1 (stereo unspecified)	-1	0	-0.4	1.1	3	2	-0.3	1.0	5	1	1.1

2 entries from above, reformatted:
Every second line gives: L major viab	TLR4-MyD88 BLA	Hsp70 act	PMI act satM6P	G6PDH CS	Diaphorase inh	Redox H2O2 prof	RAM inhibit	S1P3 antagonist	Diaphorase act	PMI act
(19) O=C(c1ccco1)N(CCO)Cc1cc2cc3c(cc2[nH]c1=O)OCO3
    -3	-15	-0.1	1	8	-5	-1.0	0.8	-8	1	1.1
(4) COCCNC(=S)Nc1ccc(N2CCCCC2)cc1
    3	-20	0.1	0.8	6	-4	-1.8	-0.6	0	1	0.6

Following part
#	canonical_smiles	L major viab	TLR4-MyD88 BLA	Hsp70 act	PMI act satM6P	G6PDH CS	Diaphorase inh	Redox H2O2 prof	RAM inhibit	S1P3 antagonist	Diaphorase act	PMI act
26	Cc1cccc(C)c1NC1=NC(=S)N(c2ccccc2)C12CCOC(C)(C)C2 (stereo unspecified)	10	4	-0.8	1	2	4	0.1	1.2	nt	1	1.1
27	C=CCn1c(CNC(=O)c2cccs2)n[nH]c1=S	-6	-3	-0.2	1.3	9	-11	0.3	0.8	-7	1.1	1.2
28	Cc1sc(N)c(C(=O)c2ccccc2Cl)c1C	4	-2	-0.3	0.9	18	22	0.7	0.1	0	0.8	0.8
29	C=CCNC(=O)COC(=O)c1oc2ccccc2c1CSC1CCCCC1	2	-2	-0.6	0.9	-6	9	0.4	6.1	-1	0.9	0.9
30	Cc1cccc2c1N(CCCOc1ccc(C(C)(C)C)cc1)C(=O)C2=O	-1	-2	-0.3	0.9	7	28	-2.2	11*	nt	0.7	0.8
31	O=P(COCCOCCOCCOCP(=O)(c1ccccc1)c1ccccc1)(c1ccccc1)c1ccccc1	-3	-5	-0.4	1	4	1	-2.5	1.2	16	1	1
32	COc1ccc(S(=O)(=O)NC(N)=NCCc2ccc(OC)c(OC)c2)cc1C	-9	3	-0.5	0.9	6	7	-0.1	0.1	-7	0.9	1
33	COc1cc(OC)c2c(c1)S(=O)(=O)C(c1ccccc1)=C2N	1	-5	0.1	1.3	3	7	-0.4	0.4	-5	0.9	1.2
34	Cc1ccc(NCc2nnc(SCC(=O)c3ccccc3)n2Cc2ccco2)c(C)c1	18	1	0.1	1.1	4	24	1.2	7.0	nt	0.8	0.9
35	COC(=O)CCc1c(C)c(C(=O)c2ccc(F)cc2)c2ccccn12	6	-8	0.1	0.9	-1	12	-1.6	0.0	-8	0.9	1
36	COC(=O)c1ccc(NC(=O)N2CCC(O)(c3cccnc3)CC2)cc1	7	10	0.2	1	15	0	0.2	2.1	nt	1	1
37	CCOC(=O)CN1CC23C=CC(O2)C(C(=O)N2CCN(c4ccc(F)cc4)CC2)C3C1=O (stereo unspecified)	-10	-2	-0.2	1	-7	8	-1.6	1.0	-6	0.9	0.9
38	O=C(Cn1cc2c(n1)CCCCC2)N1CCc2ccccc2C1	-9	6	-0.3	0.9	-14	19	0.0	0.2	-22	0.8	0.9
39	CCOc1c2ccc(C(=O)NC3CCCc4ccccc43)cc2nn1C (stereo unspecified)	-4	2	-0.4	1	6	8	-4.6	0.7	nt	0.9	1
40	Cc1cc(C)c(NC(=O)C2CCCN2C(=O)NC2CCCCC2)c(C)c1 (stereo unspecified)	-2	-22	-0.1	1	-5	7	-3.4	-0.1	nt	0.9	1
41	Cc1nc2ccc(NS(=O)(=O)c3c(C)c(C)cc(C)c3C)cc2s1	11	-12	-0.4	0.9	4	24	0.0	2.0	nt	0.8	0.8

Complete entries from above.
Record of O=P(COCCOCCOCCOCP(=O)(c1ccccc1)c1ccccc1)(c1ccccc1)c1ccccc1 → L major viab = -3; TLR4-MyD88 BLA = -5; Hsp70 act = -0.4; PMI act satM6P = 1; G6PDH CS = 4; Diaphorase inh = 1; Redox H2O2 prof = -2.5; RAM inhibit = 1.2; S1P3 antagonist = 16; Diaphorase act = 1; PMI act = 1
Record of Cc1cc(C)c(NC(=O)C2CCCN2C(=O)NC2CCCCC2)c(C)c1 (stereo unspecified) → L major viab = -2; TLR4-MyD88 BLA = -22; Hsp70 act = -0.1; PMI act satM6P = 1; G6PDH CS = -5; Diaphorase inh = 7; Redox H2O2 prof = -3.4; RAM inhibit = -0.1; S1P3 antagonist = nt; Diaphorase act = 0.9; PMI act = 1

Assay outcomes: PubChem BioAssay, several laboratories

Compounds were not picked by outcome; about 12% have a hit in one of these screens.
